GCN5L2 inh: GCN5L2 (KAT2A) acetyltransferase inhibition; Q92830; GCN5L2 HAT assay, ThioGlo1 CoA-SH fluorescence; Potency, µM (doses to about 58.9 µM), for the others: at the highest dose activity change, negative = inhibition, most hits filed as inhibitors; 390,000 tested, 0.21% active; AID 504327; active means well fitted inhibition curve with a large enough effect; inconclusive means small, poorly fitted or top-dose-only effect, or another doubt; inactive means no such curve, though single readings can be large or run the other way
Target sequence (Q92830 whole entry, looked up): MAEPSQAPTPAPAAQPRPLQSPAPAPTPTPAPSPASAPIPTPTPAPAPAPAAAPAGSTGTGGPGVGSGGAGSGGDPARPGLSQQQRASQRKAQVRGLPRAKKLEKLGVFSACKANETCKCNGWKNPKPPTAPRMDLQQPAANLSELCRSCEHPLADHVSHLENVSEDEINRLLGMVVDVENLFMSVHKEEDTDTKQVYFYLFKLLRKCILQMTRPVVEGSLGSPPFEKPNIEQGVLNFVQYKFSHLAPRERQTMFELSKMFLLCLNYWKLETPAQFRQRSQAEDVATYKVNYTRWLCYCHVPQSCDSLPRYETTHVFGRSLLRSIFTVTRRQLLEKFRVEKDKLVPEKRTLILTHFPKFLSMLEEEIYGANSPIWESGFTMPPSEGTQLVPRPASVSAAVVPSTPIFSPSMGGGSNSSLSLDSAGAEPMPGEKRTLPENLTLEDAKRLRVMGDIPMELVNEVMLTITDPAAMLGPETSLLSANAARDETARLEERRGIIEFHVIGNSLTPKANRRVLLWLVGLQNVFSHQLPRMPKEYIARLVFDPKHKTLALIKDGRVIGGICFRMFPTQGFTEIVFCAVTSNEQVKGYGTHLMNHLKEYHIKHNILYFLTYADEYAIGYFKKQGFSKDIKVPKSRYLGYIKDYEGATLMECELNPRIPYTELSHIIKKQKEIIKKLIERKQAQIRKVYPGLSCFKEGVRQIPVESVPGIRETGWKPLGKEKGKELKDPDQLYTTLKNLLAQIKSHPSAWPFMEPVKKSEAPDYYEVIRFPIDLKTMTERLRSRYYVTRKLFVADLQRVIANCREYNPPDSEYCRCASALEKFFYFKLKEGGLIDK
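Free CoA generated was detected with ThioGlo1 (50uM) fluorescence at Ex340nm/Em540nm, read immediately and after 20 min at room temperature. Enzyme, 20 nM in HEPES pH 7.5 buffer, saw compounds 15 min before adding 75uM H3(1-25) peptide and 70uM acetyl-CoA.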
Numbers without * were called inactive; ? = inconclusive; & = joins results of further samples; [ ] = another dose, or the depositor's remark. On the % scale 0 is the no-effect control and ±100 the full control effect; potency means the concentration at half of the fitted maximal effect.

SMILES	GCN5L2 inh
COc1ccc2c(c1)C(c1cc(OC)c(OC)c(OC)c1)CC(=O)O2 (stereo not drawn)	7.0%[88.6 µM]
CCc1ccc(NC(=O)c2ccc3ncsc3c2)cc1	4.6%
CC(=O)OCCCN1C(=O)c2cccc3cc(Br)cc(c23)C1=O	-26.6%
Cc1cc(-c2ccccc2)nc(N2CCC(C(=O)NCc3ccccc3Cl)CC2)n1	1.3%
C/C(=N\O)C1CCCCC1	-6.9%
CC[C@H](C)[C@H](N)C(=O)N[C@@H](CCCCN)C(=O)N[C@H](C(=O)N[C@@H](C)C(=O)N[C@H](C(=O)O)C(C)C)C(C)C	-20.7%
Fc1ccc2[nH]c3c(N4CCN(C5CCCCC5)CC4)ncnc3c2c1	-6.3%
O.O.O.O=S(=O)([O-])OC[C@H]1O[C@@H](O[C@]2(COS(=O)(=O)[O-])O[C@H](OS(=O)(=O)[O-])[C@@H](OS(=O)(=O)[O-])[C@@H]2OS(=O)(=O)[O-])[C@H](OS(=O)(=O)[O-])[C@@H](OS(=O)(=O)[O-])[C@@H]1OS(=O)(=O)[O-].[Al]	-1.7%
O=C(OCC#CCSc1nnc(-c2cccc3ccccc23)o1)c1cccc2[nH]ccc12	-4.9%&-0.9%
CCCCC(=O)O[C@]1(C(=O)CO)CCC2C3CCC4=CC(=O)CCC4(C)C3C(O)CC21C (stereo partly drawn)	2.1%
Cc1c(-c2cc[n+]([O-])cc2)oc2ccc(Br)cc2c1=O	-8.9%
Cc1cccc(-c2ccc3ncnc(N(C)Cc4ccco4)c3c2)c1	-6.2%
Cc1ccc2c(=O)c3cccc(CC(=O)O)c3oc2c1C	-22.9%
CCN(C(=O)c1noc2c1COc1ccc(C)cc1-2)c1cccc(C)c1	-5.4%
Cc1noc(C)c1S(=O)(=O)Nc1ccc(C(=O)N2CCC(C)CC2)cc1	-2.7%
CCOC(=O)c1[nH]c2ccc(OC)cc2c1NC(=O)C(C)N1CCC2(CC1)OCCO2 (stereo not drawn)	-28.7%
CC(C)c1ccc(N2C(=O)CSC23C(=O)N(Cc2ccccc2)c2ccccc23)cc1 (stereo not drawn)	-7.9%
Cc1ccc(-n2nc(C)c(C3C(C#N)=C(N)OC4=C3C(=O)CC(C)(C)C4)c2Cl)cc1 (stereo not drawn)	-1.7%
O=C(Nc1ccc(F)cc1F)c1cc2ncc(Br)cn2n1	-1.0%
O=C(Cc1ccccc1)Nc1cc(-c2nc3cc(Cl)ccc3o2)ccc1Cl	-0.7%
O=C(CSc1nnc(-c2ccc(Cl)s2)o1)N1CCc2ccccc21	-1.1%
CC(C)Cn1c(/C=C/c2ccc(F)cc2)nc2ccccc21	-7.2%
Cc1coc2cc3oc(=O)c4c(c3cc12)CCC4	-1.3%
Cc1cc(NC(=O)CSc2nnc3c(C)cc4cc5c(cc4n23)OCO5)no1	-1.0%
Cc1nc2c3c(-c4ccccc4)c(-c4ccccc4)oc3ncn2n1	-4.3%
CCCc1cc(-c2[nH]ncc2-c2ccc3c(c2)OCCCO3)c(O)cc1OC	-10.6%
CC(C)[C@H](N)C(=O)N[C@@H](CCC(N)=O)C(=O)NCC(=O)N[C@@H](CCC(=O)O)C(=O)N[C@@H](CCC(=O)O)C(=O)N[C@@H](CO)C(=O)N[C@@H](CC(N)=O)C(=O)N[C@@H](CC(=O)O)C(=O)N[C@@H](CCCCN)C(=O)O	14.3%
O=C(CN1CCSCC1)N/N=C/c1ccc(Cl)cc1	-5.2%
CCCN1C(=O)/C(=c2\s/c(=C3\C=Cc4ccccc4N3CC)c(=O)n2-c2ccccc2)SC1=S	-8.5%
COCCN1C(=O)N[C@@H](c2ccc(Br)cc2)C(C(=O)OC)=C1C	-0.5%
CC(=O)OC1=C(C#N)Cn2ccc3cccc1c32	-20.0%
Cn1c(O)c(C=Nc2ccc(Cc3ccncc3)cc2)c(=O)n(C)c1=O	-18.3%
Cc1ccc2nc(C)c(CN3CCN(c4ccc([N+](=O)[O-])cc4Cl)CC3)n2c1	-17.0%
CCCCCCCCCCCCCCOc1ccc(C(=O)O)o1	7.08µM*
O=C(NCc1nc2ccccc2[nH]1)C1=C[C@@H](c2ccc3c(c2)OCO3)C[C@@H](OCc2ccc(CO)cc2)O1	-10.5%
S=C=Nc1cccc(NC(=S)NCCCCNC(=S)Nc2cccc(N=C=S)c2)c1	0.0%
Cc1cccc(/C=C2/Sc3ccc(C(=O)NCCCN4CCOCC4)cc3NC2=O)c1	-1.0%
CCOCCCNC(=O)c1cn(C)c2ccc(S(=O)(=O)N(C)C3CCCCC3)cc2c1=O	-1.8%
Clc1cccc(-c2ccc3ncnc(NCc4cccs4)c3c2)c1	-14.8%&-4.0%
NCC1O[C@@H](OC2C(N)C[C@H](N)[C@@H](O[C@H]3OC(CO)C(O)C(N)C3O)C2O)C(N)C(O)C1O (stereo partly drawn)	-11.4%
COc1cc2c(cc1OC)C1O[C@](CCCCN3C(=O)c4ccccc4C3=O)(C2)Oc2c1c(=O)oc1ccc(F)cc21	?
Cc1nn2c(N)csc2nc1=O	0.0%
CO[C@]1(NC(=O)C2SC(=C(C(N)=O)C(=O)O)S2)C(=O)N2C(C(=O)O)=C(CSc3nnnn3C)CS[C@H]21 (stereo partly drawn)	-22.0%[21.4 µM]
COc1ccc2cc1Oc1ccc(cc1)CC1c3cc(c(OC)cc3CCN1C)Oc1c(OC)c(OC)c(OC)c3c1C(C2)N(C)CC3 (stereo not drawn)	-3.4%
CC(C)CCNC(=O)N1CCN(S(=O)(=O)c2ccc3c(ccn3C)c2)CC1	4.2%
Cc1cccc(Cc2cnc(NC(=O)C3Cc4ccc(C)cc4C(=O)O3)s2)c1 (stereo not drawn)	-3.7%
CCCCOc1ccccc1CC1C(=O)Nc2ccc(Br)cc21 (stereo not drawn)	-15.4%
O=C(C1=C(O)C(=O)N(CCCN2CCOCC2)C1c1ccccn1)c1cccs1 (stereo not drawn)	-6.3%
C#CCOCCOCCOCCNc1nc(N2CCN(C(=O)CCCCCCCCCCNC(=O)[C@H](CO)n3cc(CCCCCN)nn3)CC2)nc(N2CCN(C(=O)CCCCCCCCCCNC(=O)[C@H](CCCN=C(N)N)n3cc(C[C@@H](C)CC)nn3)CC2)n1	-12.4%
Cc1nc2ccccc2c2c1C(=O)N(CCC1=CCCCC1)C2=O	-1.5%
Fc1cccc(Nc2nc(-c3ccncc3)nc3ccccc23)c1	-11.0%
CC1=C(C(=O)O)N2C(=O)[C@@H](NC(=O)C(N)c3ccccc3)[C@H]2SC1 (stereo partly drawn)	-21.5%
COc1cccc(C(=O)NCCc2sc(-c3cccc(C)c3)nc2C)c1	-5.2%
O=C(N/N=C/c1ccncc1)c1cccc([N+](=O)[O-])c1	1.2%
CCCn1c(SCC(=O)NC(=O)NCc2ccco2)n[nH]c1=O	?
CNC(C)C#Cc1ccc2c(=O)c3c(OC)cccc3oc2c1 (stereo not drawn)	-1.0%
O=C1[C@@H]2C3C=CC(O3)[C@@H]2C(=O)N1c1ccccc1	-18.0%
Cc1ccnc(N=Cc2c(O)ccc3oc4c(c23)CCCC4)c1	-8.3%
N#CCCN/N=C(/Cc1nc2ccccc2[nH]1)c1ccc(Cl)cc1	-6.1%
CCOc1cc(NC(=O)C2CC2)c(OCC)cc1NC(=O)c1cccnc1	-2.8%

(list continues)
SMILES	GCN5L2 inh
O=c1cc(-c2ccc(F)cc2F)[nH]c2ccc(F)cc12	2.1%[88.6 µM]
Nc1ncnc2c1c(I)cn2[C@@H]1C[C@H](N)[C@@H](O)[C@H]1O	-11.2%
O=C(CCCCC(=O)N1CCN(c2ccccc2)CC1)N1CCN(c2ccccc2)CC1	0.3%
Cc1conc1NC(c1cccs1)c1ccc2cccnc2c1O (stereo not drawn)	-0.3%
CCOc1ccc(NC(=O)CN2C(=O)CC(C)Sc3ccccc32)cc1 (stereo not drawn)	1.1%
COc1ccc(Nc2cc(C(=O)NCc3ccccn3)c3ccccc3n2)c(OC)c1	1.5%
CC1CCCN(c2nc3c(c(=O)[nH]c(=O)n3C)n2CCSc2ncccn2)C1 (stereo not drawn)	-5.6%
CCN1CCN(CCCCSc2ccccc2)CC1	?
Cc1ccc2cccc(NC(=O)c3ccc(-c4cc(Cl)ccc4Cl)o3)c2n1	-9.1%
O=C1Nc2ccc(Br)cc2/C1=C/c1ccc(C(=O)O)cc1	-14.8%
CC[C@H](C)[C@H](NC(=O)[C@H](C)NC(=O)[C@H](CC(=O)O)NC(=O)[C@H](CO)NC(=O)[C@@H](N)Cc1cnc[nH]1)C(=O)N[C@@H](Cc1ccccc1)C(=O)N[C@H](C(=O)N[C@@H](CCC(N)=O)C(=O)N[C@@H](CCC(N)=O)C(=O)N[C@@H](Cc1ccc(O)cc1)C(=O)N[C@@H](CO)C(=O)N[C@@H](CCCCN)C(=O)N[C@@H](CC(C)C)C(=O)N[C@@H](CC(C)C)C(=O)N[C@@H](C)C(=O)N[C@@H](CCCCN)C(=O)N[C@@H](CC(C)C)C(=O)N[C@@H](C)C(=O)N[C@@H](CC(C)C)C(=O)N[C@@H](CCC(N)=O)C(=O)N[C@@H](CCCCN)C(=O)N[C@@H](Cc1ccc(O)cc1)C(=O)N[C@@H](CC(C)C)C(=O)N[C@@H](C)C(=O)N[C@@H](CO)C(=O)N[C@H](C(=O)N[C@@H](CC(C)C)C(=O)NCC(=O)N[C@@H](CO)C(=O)N[C@@H](CCCNC(=N)N)C(=O)N[C@H](C(=O)N[C@@H](CO)C(=O)N1CCC[C@H]1C(=O)N1CCC[C@H]1C(=O)N1CCC[C@H]1C(N)=O)[C@@H](C)O)[C@@H](C)CC)[C@@H](C)O	?
Cc1ccc(S(=O)(=O)NCc2ccc(C(=O)NCc3cccnc3)cc2)cc1	4.1%
Nc1ccc2oc(=O)ccc2c1I	0.0%
O=C(O)c1cc(-c2ccc(/C=c3\sc4nc5ccc(Br)cc5n4c3=O)o2)ccc1Cl	-5.6%
C#CCOCCOCCOCCNc1nc(N2CCN(C(=O)[C@H](CCCCN)n3cc(C(N)CO)nn3)CC2)nc(N2CCN(C(=O)[C@H](CCC(=O)O)n3cc(C(N)CC(C)C)nn3)CC2)n1 (stereo partly drawn)	-13.5%

Part of the list above in another layout.
> Nc1ccc2oc(=O)ccc2c1I
  GCN5L2 inh: 0.0%
> O=C(O)c1cc(-c2ccc(/C=c3\sc4nc5ccc(Br)cc5n4c3=O)o2)ccc1Cl
  GCN5L2 inh: -5.6%

Additional results follow:
SMILES	GCN5L2 inh
COc1ccc(O[C@H]2C=C[C@@H](c3ccccc3)O[C@@H]2CO/N=C/C[C@@H]2C=C[C@H](OC(C)=O)[C@@H](COC(C)=O)O2)cc1	-10.9%
O=C(NC1CCCCC1)C(=S)NC1CCCCC1	-2.8%
CC(=O)Nc1ccc(S(=O)(=O)N2C(=O)c3cccc4cccc2c34)cc1	-0.7%
CC(C)/C=C/CN1CCC(Oc2ccc(C(=O)N3CCCC3)cc2)CC1	?
O=C(Nc1nc2ccccc2s1)c1ccc2c(c1)S(=O)(=O)c1ccccc1C2=O	2.2%
Clc1cc(Cl)cc(C2=N[C@@H](Cc3ccccc3)CO2)c1	-1.4%[88.6 µM]
COc1ccc(NC(=O)c2ccc3c(SCC(=O)O)c4c(nc3c2)CCCC4)cc1Cl	-8.2%
CCOC(=O)Cn1c(=O)n(CC2CCCO2)c2nc(-c3cccc(C)c3)nc(C(N)=O)c21 (stereo not drawn)	0.2%
Cc1ccc(Cl)cc1Nc1nc(-c2sc(NC(=O)c3ccccc3)nc2C)cs1	-7.4%
Cc1ccc2c(c1)-c1onc(C(=O)N3CCN(c4cc(Cl)ccc4C)CC3)c1CO2	-4.6%
Cc1nc2c3ccccc3n(CCN3CCCCC3)c2s1	-2.0%
COc1ccc(C(OCC2CO2)c2ccc(OC)cc2)cc1 (stereo not drawn)	-7.1%
CN1CCN(C(=O)c2cccc(-c3cc(O)c4ncccc4c3)c2)CC1	-2.3%&-1.1%
Cc1[nH][nH]c(=O)c1N=Nc1ccccc1C#N	-9.0%
Cc1ccc2c(c1)c1nnc(SCC(=O)NC3CC3)nc1n2C	-2.6%
Cc1cc(F)ccc1NC(=O)CCS(=O)(=O)c1cc2c(cc1C)NC(=O)CO2	0.1%
O=C(CNc1cc(S(=O)(=O)N2CCCC2)ccc1OCC(F)(F)F)Nc1cc(Cl)cc(Cl)c1	8.0%
Cc1ccc(CN2C(=O)/C(=C3\SC(N4CCOCC4)=NC3=O)c3cc(Br)ccc32)cc1	-1.7%
Cc1ccc(C(=O)Nc2ccc3c(c2)OCO3)cc1Cl	-8.5%
CC1=CC(C)(C)N(C(=O)C(C)N2C(=O)c3ccccc3C2=O)c2c(C)cc(C)cc21 (stereo not drawn)	-2.2%
C[C@H](NCc1ccccc1)c1ccccc1	9.0%
Cn1c(=O)[nH]c(=O)c2c1nc(N1CCN(c3cccc(Cl)c3)CC1)n2CCCc1ccccc1	-6.1%
CC(C)N1CC=C2C(C#N)=C(N)C(C#N)(C#N)[C@H](c3ccoc3)[C@H]2C1	-7.5%

Among those listed so far, 8 contain fluorine.
SMILES	GCN5L2 inh
Fc1ccc2[nH]c3c(N4CCN(C5CCCCC5)CC4)ncnc3c2c1	-6.3%
O=C(Nc1ccc(F)cc1F)c1cc2ncc(Br)cn2n1	-1.0%
CC(C)Cn1c(/C=C/c2ccc(F)cc2)nc2ccccc21	-7.2%
COc1cc2c(cc1OC)C1O[C@](CCCCN3C(=O)c4ccccc4C3=O)(C2)Oc2c1c(=O)oc1ccc(F)cc21	?
Fc1cccc(Nc2nc(-c3ccncc3)nc3ccccc23)c1	-11.0%
O=c1cc(-c2ccc(F)cc2F)[nH]c2ccc(F)cc12	2.1%[88.6 µM]
Cc1cc(F)ccc1NC(=O)CCS(=O)(=O)c1cc2c(cc1C)NC(=O)CO2	0.1%
O=C(CNc1cc(S(=O)(=O)N2CCCC2)ccc1OCC(F)(F)F)Nc1cc(Cl)cc(Cl)c1	8.0%

This is a subset; count on the stated rates, not on these rows.
